Screens (PubChem)
rad50: NCI yeast anticancer drug screen, S. cerevisiae rad50 strain; % growth inhibition at 50 µM; 10% of 79,000 active; AID 155;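 further: 0% = growth of vehicle-only cultures of the same strain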
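DNA repair mutant yeast, compound exposure, growth read-out; inhibition is taken relative to vehicle.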
yeast cln2 rad14: NCI yeast anticancer drug screen, S. cerevisiae cln2 rad14 strain. 8.3% of 78,000 active. AID 165. growth inhibition, % at 50 µM;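 further: 0% = growth of vehicle-only cultures of the same strain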
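Strain: cln2 rad14 yeast, altered in cell cycle control and DNA damage repair. Read-out: growth inhibition vs vehicle.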
mec2-1: NCI yeast anticancer drug screen, S. cerevisiae mec2-1 strain. growth inhibition, % at 50 µM. 9% of 79,000 active;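 further: 0% = growth of vehicle-only cultures of the same strain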
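Cells of the genetically defined mec2-1 yeast strain are incubated with test compound. Inhibition of growth is calculated against vehicle-treated controls.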
yeast mlh1 rad18: NCI yeast anticancer drug screen, S. cerevisiae mlh1 rad18 strain; 11% of 79,000 active; % growth inhibition at 50 µM; AID 175;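 further: 0% = growth of vehicle-only cultures of the same strain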
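Test agents were incubated with a yeast strain of defined genotype (DNA damage repair defect). Inhibition of growth was derived by comparison with vehicle-exposed cultures.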
sgs1 mgt1: NCI yeast anticancer drug screen, S. cerevisiae sgs1 mgt1 strain. 10% of 78,000 active. growth inhibition, % at 50 µM. AID 161;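 further: 0% = growth of vehicle-only cultures of the same strain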
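Yeast cells carrying a defined DNA-repair defect were exposed to test compounds. Growth inhibition was measured relative to vehicle-treated controls.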
bub3: NCI yeast anticancer drug screen, S. cerevisiae bub3 mutant strain; 9.9% of 78,000 active; growth inhibition, % at 50 µM;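 further: 0% = growth of vehicle-only cultures of the same strain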
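In this screen, a yeast mutant lacking normal mitotic checkpoint function is challenged with compound. Relative growth versus vehicle gives the inhibition value.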
* hit, by the source's call; & = joins results of further samples. No stated cut-off is given here; in the data, active means growth inhibition above about 70%; inactive means the rest. Compounds were not picked by outcome; 14% or so of the library scored in one or more.

SMILES	rad50	yeast cln2 rad14	mec2-1	yeast mlh1 rad18	sgs1 mgt1	bub3
Cc1nc2sccn2c1C(=O)NNC(N)=S	-17	-17	8	-8	-29	-18
Nc1ccc2ccccc2c1N	36	39	10	37	3	28
CC(CCC(=O)O)(CCC(=O)O)[N+](=O)[O-]	1	-7	-1	-9	12	13
NCCNCC(O)CO (stereo not given)	-2	-10	-19	6	-21	4
CCc1nc(N)nc(N)c1-c1ccc(NC)c([N+](=O)[O-])c1	13	-5	4	15	29	-6
CC(C(O)Cc1ccccc1)N(C)N=Nc1ccc([N+](=O)[O-])cc1 (stereo not given)	64	28	62	78*	86*	73*
CCCCN(CCCC)C1(c2ccccc2)OC(c2ccccc2)=CC1=O (stereo not given)	1	-10	6	21	-1	3
CCCOc1cncc(C)n1	8	-4	19	10	-4	14
CCCc1[nH]n(-c2ccccc2)c(=O)c1N=Nc1cccc(C(F)(F)F)c1	-11	-13	-1	-8	-7	-5
CC(C)(C)C1CCC2c3c([nH]c4ccccc34)C3C(=O)N(c4ccc(Cl)cc4)C(=O)C3C2C1 (stereo not given)	38	-44	-20	-13	-6	-25
O=C1OCCC1(Cc1ccc(Cl)cc1)Cc1ccc(Cl)cc1	-16	10	-23	-3	-5	1
NC(=O)C(F)(F)C(F)(F)C(N)=O	-28	-52	-17	-2	-15	3
O=C1OCCOCCOCCOCCOCCOCCOC(=O)c2cccc1n2	29	13	-1	10	7	0
CC1C2=C(CCCC2=O)O/C1=N\O (stereo not given)	11	-25	-7	12	-1	7
Cc1c([N+](=O)[O-])c2cc([N+](=O)[O-])ccc2n1C	48	-32	14	23	1	-21
C=CCN1CCCC1=O	8	-19	11	4	2	-16
CCNC(=S)NCCO	6	5	0	9	4	13
CCc1ccccc1NC(=O)C(=O)CC(=O)c1sc(Nc2ccccc2)nc1C	-13	-7	-9	-19	-17	16
CN(C)c1nc(-c2ccccc2)cc(-c2ccc(O)cc2)n1	37	45	14	68	46	60
S=C1CNC(=S)CN1	-4	9	-22	-23	1	11
O=C1N=C2Sc3ccc4ccccc4c3N2C1=O	21	20	3	11	24	6
CNC(=O)OCc1c(COC(=O)NC)c(-c2ccco2)n2c1CCC2	6	-4	-8	-6	8	-44
Cc1ccc(S(=O)(=O)Oc2ccc3sc4c(CO)ccc(NCCN(C)C)c4c(=O)c3c2)cc1	6	22	26	2	12	22
CCCC(NC(=O)OCc1ccccc1)C(=O)NC(CCSC)C(N)=O (stereo not given)	28	6	-5	-28	-6	-5

Random excerpt: 5 entries already listed, in no set order.
SMILES	rad50	yeast cln2 rad14	mec2-1	yeast mlh1 rad18	sgs1 mgt1	bub3
CCc1nc(N)nc(N)c1-c1ccc(NC)c([N+](=O)[O-])c1	13	-5	4	15	29	-6
CC(C(O)Cc1ccccc1)N(C)N=Nc1ccc([N+](=O)[O-])cc1 (stereo not given)	64	28	62	78*	86*	73*
CNC(=O)OCc1c(COC(=O)NC)c(-c2ccco2)n2c1CCC2	6	-4	-8	-6	8	-44
CC(C)(C)C1CCC2c3c([nH]c4ccccc34)C3C(=O)N(c4ccc(Cl)cc4)C(=O)C3C2C1 (stereo not given)	38	-44	-20	-13	-6	-25
NC(=O)C(F)(F)C(F)(F)C(N)=O	-28	-52	-17	-2	-15	3

The listing continues:
SMILES	rad50	yeast cln2 rad14	mec2-1	yeast mlh1 rad18	sgs1 mgt1	bub3
CCCCC(=O)Nc1ccc(S(=O)(=O)O)c(N=NC2C(=O)N(c3ccccc3)N=C2C)c1 (stereo not given)	27	-13	-11	15	6	-3
CC(CC=NCCN=CCC(C)CC(C)(C)C)CC(C)(C)C (stereo not given)	98*	30	68	98*	91*	96*
CCOC(O)C(OC(C)=O)C(OC(C)=O)C(OC(C)=O)C(COC(c1ccccc1)(c1ccccc1)c1ccccc1)OC(C)=O (stereo not given)	-2	-19	-3	15	7	-12
O=C(Cc1ccccc1)NNC(=O)Nc1ccccc1	4	-27	-4	1	9	2
NC(=O)C(c1ccccc1)C1(O)CCCCC1 (stereo not given)	8	7	6	11	10	3
CC(C)(C)c1ccc(O)c(C(O)c2cccnc2)c1 (stereo not given)	19	14	17	39	16	30
COc1ccc2nc3c([N+](=O)[O-])ccc4c3c(c2c1)NCCN4C	-6	10	-10	8	-10	-3
CCCCOC(=O)c1ccc(NC(=O)Nc2ccc(SC)cc2)cc1	-4	-9	2	-13	19	20
COc1cc2c(cc1C(CC(=O)O)c1ccc3c(c1)OCO3)OCO2 (stereo not given)	-11	-6	1	0	-2	-1
CCC1=CCC2C(=O)C3CC(CC)=CCC3C(=O)C2C1 (stereo not given)	-18	30	-13	-6	-4	1
N#CC(=S)Nc1ccc(F)cc1	20	-18	26	-6	31	11
C/C(=N\NC(=O)c1cccnc1)c1cccc(/C(C)=N/NC(=O)c2cccnc2)n1.CC(=O)[O-].CC(=O)[O-].[Zn+2]	-5	-15	5	-4	-3	-6
CC1(N)c2ccccc2-c2ccccc21	-10	-14	3	-14	-1	-1
CCN(CC)CCOC(=O)Cc1cccc2c(=O)cc(-c3cccs3)oc12	19	8	-9	-36	-16	-21
COC(=O)N/N=C(\C(=O)Nc1cccc([N+](=O)[O-])c1)c1nc2ccc([N+](=O)[O-])cc2[nH]c1=O	9	15	-8	-1	25	-17
O=C(Cc1ccccc1)c1ccc(N2CCOCC2)cc1	22	13	-19	26	12	26
CC(=O)Oc1ccc2c(c1)CC[C@@H]1C2[C@@H](O[N+](=O)[O-])C[C@@]2(C)C1CC[C@@H]2O[N+](=O)[O-] (stereo not given in full)	24	10	8	15	15	10
CN(C)c1ccc(C=Nc2ccc3c(c2)C(=O)c2ccccc2-3)cc1	53	20	8	24	9	43
O=S1(=O)OCCC1=C(c1ccccc1)c1ccccc1	17	-14	18	-9	3	19
COc1ccc(C(=O)O)cc1C(=O)O	4	12	2	-2	1	2
Cc1cn(C2CC(O)C(CO)O2)c(=O)nc1NCC12CC3CC(CC(C3)C1)C2 (stereo not given)	-2	-1	12	-2	-1	-1
COc1c2occc2c(OC)c2c(=O)cc(C)oc12	3&21	9&-1	-27&-2	9&22	10&17	6&8
NC(CC(=O)OCc1ccccc1)C(=O)OCc1ccccc1 (stereo not given)	9	-6	9	4	16	4
O=C(NC(=O)c1c(F)cccc1F)Nc1nc2c(Cl)cccc2s1	21	-5	15	18	10	-7
CCCC(CCC)[N+](=O)[O-]	-9	-10	-23	6	-2	-2
COc1ccc(OC)c(C2SCC(=O)N2c2nncs2)c1 (stereo not given)	-20	-18	6	2	15	-9
CC12OC(c3ccccc3)C(C)(OC1c1ccccc1)O2 (stereo not given)	23	27	25	42	33	16
COc1ccc(/C=C2\CN(CCCC(=O)O)C(=O)C2=O)cc1	4	-6	-8	-17	0	4
CCOC(=O)Cn1nc(-c2ccccc2)c(-c2ccccc2)c(C#N)c1=O	9	-47	0	13	27	20
O=C(O)C1C(C(=O)O)C(c2ccccc2)C1c1ccccc1 (stereo not given)	14	-31	3	11	3	0
CCN(CC)CCCC(C)Nc1cc(OC)c2nc(C)cc(Cl)c2c1OC (stereo not given)	-3	-10	0	-2	-1	-4
NCc1ccc(S(N)(=O)=O)cc1	-3	3	-32	3	3	-1
COc1c([N+](=O)[O-])cc(-c2ccccc2)cc1[N+](=O)[O-]	70	67	65	83*	78*	74*
O=C(O)C(CSC(c1ccccc1)(c1ccccc1)c1ccccc1)NSc1ccccc1[N+](=O)[O-] (stereo not given)	96*	96*	97*	98*	98*	96*
CC(=C/c1ccccc1)/C=C1/NC(=S)N(CN2CCCCCC2)C1=O	5	-10	-22	-15	20	-10
Cc1ccc(C)n1-c1ccsc1C(=O)NNC(=O)CCl	-14	23	-18	-4	2	-14

Part of the list above, reformatted.
Below each compound: rad50, yeast cln2 rad14, mec2-1, yeast mlh1 rad18, sgs1 mgt1, bub3
CC(=C/c1ccccc1)/C=C1/NC(=S)N(CN2CCCCCC2)C1=O
 : 5, -10, -22, -15, 20, -10
O=C(O)C(CSC(c1ccccc1)(c1ccccc1)c1ccccc1)NSc1ccccc1[N+](=O)[O-] (stereo not given)
 : 96*, 96*, 97*, 98*, 98*, 96*
NCc1ccc(S(N)(=O)=O)cc1
 : -3, 3, -32, 3, 3, -1
CC12OC(c3ccccc3)C(C)(OC1c1ccccc1)O2 (stereo not given)
 : 23, 27, 25, 42, 33, 16

(next part)
SMILES	rad50	yeast cln2 rad14	mec2-1	yeast mlh1 rad18	sgs1 mgt1	bub3
C1=C(c2ccccc2)C(OC2Oc3ccccc3C=C2c2ccccc2)Oc2ccccc21 (stereo not given)	23	12	-2	-4	6	22
CCOC(=O)c1nc2ccccc2c(=O)n1NC(=S)Nc1ccc(Cl)cc1	-40	9	6	-15	-1	-4
C#CCC1CCCC/C1=N\Nc1ccc([N+](=O)[O-])cc1[N+](=O)[O-] (stereo not given)	2	-2	3	4	-4	4
Cc1ccc(N=Nc2c(C)c(C#N)c(=S)n(C3OC(CO)C(O)C(O)C3O)c2-c2ccccc2)cc1 (stereo not given)	35	46	50	69	65	42
Cc1ccc(S(=O)(=O)OCC23CCC(CC2)CC3)cc1	-30	-4	-10	-1	-26	40
CSC(=S)S(=O)(=O)C12CC3CC(CC(C3)C1)C2	90*	90*	93*	93*	89*	87*
Cc1nc(C)c(CC#N)s1	-9	-15	-10	14	-2	-2
C[n+]1cc2cc3c(cc2c2ccccc21)OCO3	24	13	35	39	30	27
CC(NC(=O)C(NC(=O)OC(C)(C)C)C(C)C)C(=O)N1CCCC1C(=O)O (stereo not given)	-38	-29	-53	-38	-41	-21
COC(=O)C(/C(=N\NC(N)=S)C(=O)Nc1ccccc1[N+](=O)[O-])c1cnc2ccccc2n1 (stereo not given)	5	2	-15	-19	-9	-19
Cc1c2c(c(O)c3c(O)cccc13)C(=O)C1(O)C(=O)C(C(N)=O)C(O)C(N(C)C)C1C2 (stereo not given)	66	99*	99*	99*	58	99*
Cn1c(-c2cccc(N)c2)cc(=O)n1-c1ccccc1	-3	4	5	11	-9	-7
Oc1ccc2ccccc2c1C(c1cccc2ccccc12)N1CCCCC1 (stereo not given)	16	3	1	54	10	16
COC(=O)/C=C1/CCC(C(=O)OC)N1 (stereo not given)	31	1	2	12	11	28
Cc1ccc(S(=O)(=O)OC(c2ccc(Cl)cc2Cl)C2OC(=O)c3ccccc32)cc1 (stereo not given)	23	25	-12	21	17	15
NC(=S)N1N=C2c3ccccc3CC[C@@H]2[C@@H]1c1ccccc1	76*	67	64	75*	83*	77*
CC(C)CCC[C@@H](C)[C@H]1CC[C@H]2[C@@H]3CC=C4C=CCC[C@]4(C)[C@H]3CC[C@]12C	-9	-30	-6	10	2	11
Cc1ccc(N2CCN(C(=O)c3ccccc3)CC2)cc1	-17	-14	2	-9	-2	16
NC(Cc1[nH]nc2ccccc12)C(=O)O (stereo not given)	-5	-44	-4	-28	6	-6
CSC(=N\N=C\c1cccs1)/N=C/N(C)C	7	-3	-4	19	17	22
Nc1nc([O-])c2c(n1)[n+](C1OC(CO)C(O)C1O)cn2CCO (stereo not given)	12	28	7	17	17	-8
Cc1cc(=O)oc2c(CNC(C)C(=O)O)c(O)ccc12 (stereo not given)	-51	-13	-31	-45	-32	-33
CC(=O)c1ccc(O)c(O)c1O	5	22	-16	26	-13	-9
COc1cc2c(cc1OCc1ccccc1)C(Cc1cc(Br)sc1Br)=NCC2	58	50	58	43	54	71*
Cc1cc(CSCCc2nc3ccccc3[nH]2)c(O)c(CSCCc2nc3ccccc3[nH]2)c1	15	-42	4	14	6	-7
O=C(Cc1nc2ccc([N+](=O)[O-])cc2nc1CC(=O)c1ccccc1)c1ccccc1	-2	3	9	-1	-10	13
CN(C)c1ccc(/C=C2N=C(/C=C\c3ccccc3)OC\2=O)cc1	-6	0	5	9	-6	8
CCOc1ccccc1NC(=O)C(=O)c1c(O)c2ccc(O)cc2oc1=O	26	2	10	-2	5	-3
O=C(COC(=O)c1ccccc1)c1ccc(-c2ccccc2)cc1	-3	30	16	12	12	14
O=[N+]([O-])C1(CO)COC(CCc2ccccc2)OC1 (stereo not given)	68	98*	78*	98*	82*	66
O=C(O)CNC(=O)c1ccc2cc(C(=O)N3CC(CCl)c4ccc([N+](=O)[O-])cc43)[nH]c2c1 (stereo not given)	-6	0	-4	-35	-4	-34
COc1ccc2[nH]c3c4c(c(C)cc3c2c1)OC(C)(C)C=C4	16	-43	-6	-6	-4	-17
CNc1nc2c([nH]1)c(=O)n(C)c(=O)n2C	-11	-17	3	-1	-9	8
Cc1ccc(CCC(=O)O)c2ccccc12	30	-55	8	19	18	-5
